SKN-1 block – inhibitors of C. elegans SKN-1 | C. elegans VP596 Pgst-4::GFP/RFP ratio, acrylamide-induced, 24 h | inhibition, % at 21.8 µM | actives 0.49% (n = 360,000) | AID 624304;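 active = interference check ratio from 0.5 to 1.5 plus GFP to RFP signal ratio inhibition reaching or exceeding a fixed threshold, cut at about 30% in these data, passing the limit was not always enough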; also: some compounds called inactive have numbers as strong as hits
PABP1 MLLE inh – blocks PAM2 peptide binding to the PABP1 MLLE domain. P11940. GST-MLLE / FITC-PAM2 fluorescence polarization. inhibition, % at 20 µM. actives 0.36% (n = 360,000). AID 588489; in the data active = inhibition above about 35%, passing the limit was not always enough;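 also: plate controls were DMSO wells with GST-MLLE for no effect and wells lacking GST-MLLE protein for full effect; some results filed as inactive read as strong as hits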
Target sequence (P11940 whole entry, looked up, the tested form may be a part): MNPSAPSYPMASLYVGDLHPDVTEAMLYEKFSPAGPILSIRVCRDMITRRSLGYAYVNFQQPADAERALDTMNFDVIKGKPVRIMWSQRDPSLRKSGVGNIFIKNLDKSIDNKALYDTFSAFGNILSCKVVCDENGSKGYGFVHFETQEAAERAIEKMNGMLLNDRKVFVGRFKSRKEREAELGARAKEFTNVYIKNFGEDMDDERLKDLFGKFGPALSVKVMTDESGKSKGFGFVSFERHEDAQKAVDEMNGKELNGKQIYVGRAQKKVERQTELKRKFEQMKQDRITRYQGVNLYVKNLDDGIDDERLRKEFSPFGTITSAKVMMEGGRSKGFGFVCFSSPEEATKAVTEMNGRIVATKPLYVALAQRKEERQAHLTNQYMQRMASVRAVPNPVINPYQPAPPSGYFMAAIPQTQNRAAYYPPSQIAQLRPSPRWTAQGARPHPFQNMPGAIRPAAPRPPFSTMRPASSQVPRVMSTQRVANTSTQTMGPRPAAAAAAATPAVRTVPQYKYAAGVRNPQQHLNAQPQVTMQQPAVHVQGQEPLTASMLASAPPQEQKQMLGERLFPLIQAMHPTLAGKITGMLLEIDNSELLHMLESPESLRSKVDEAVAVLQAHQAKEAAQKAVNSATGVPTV
MT1-MMP act inh – inhibitors of human MT1-MMP activation; P50281; HT1080 RFP-PRO-GFP cells, GFP/RFP ratio fluorescence, overnight; percent of plate control window, DMSO zero; GFP/RFP ratio change, % at 20 µM; actives 0.061% (n = 360,000); AID 651647;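 active = GFP/RFP ratio change of at least 30% with cell ATP level not reduced by more than half and red fluorescence within 50% of control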; also: strong numbers were not always called active
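Material – HT1080 RFP-PRO-GFP cells · Control set – DMSO wells and RFP-L50D-GFP cells · Incubation – overnight cell settling, then overnight compound exposure, 37 °C, 5% CO2 · Compound dosing – single-point 20 µM compound, 1% DMSO · Read-out – GFP/RFP fluorescence ratio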
Rpn11 inh – inhibitors of human proteasome Rpn11; human 26S proteasome, Ub4-pepOG fluorescence polarization; 20S core pre-blocked with epoxomicin; O00487; calls only at 20 µM; actives 0.59% (n = 360,000);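 active = inhibition at 20 µM, scaled to each plate's controls, above about 33%, limit read from the data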
Rin1-Abl PPI inh – inhibitors of human Rin1-Abl protein interaction | P00519+Q13671 | TR-FRET Rin1/Abl binding, biochemical | inhibition, % at 7.35 µM | actives 0.4% (n = 360,000) | AID 588664; in the data active = inhibition above about 5%, passing the limit was not always enough
CSN inh – blocks human CSN-mediated cullin deneddylation; Q92905; Purified CSN, SCF-Nedd8-OG deneddylation, fluorescence polarization; inhibition, % at 12.5 µM; actives 0.38% (n = 360,000); AID 651999;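 active = pattern-corrected inhibition above about 35%, with an unprinted fluorescence ratio check between 0.5 and 1.5, limit read from the data, passing the limit was not always enough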;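 also: 0% = enzyme with substrate and 100% = substrate without enzyme; some results filed as inactive read as strong as hits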
Target sequence (Q92905 whole entry, looked up, one chain of several): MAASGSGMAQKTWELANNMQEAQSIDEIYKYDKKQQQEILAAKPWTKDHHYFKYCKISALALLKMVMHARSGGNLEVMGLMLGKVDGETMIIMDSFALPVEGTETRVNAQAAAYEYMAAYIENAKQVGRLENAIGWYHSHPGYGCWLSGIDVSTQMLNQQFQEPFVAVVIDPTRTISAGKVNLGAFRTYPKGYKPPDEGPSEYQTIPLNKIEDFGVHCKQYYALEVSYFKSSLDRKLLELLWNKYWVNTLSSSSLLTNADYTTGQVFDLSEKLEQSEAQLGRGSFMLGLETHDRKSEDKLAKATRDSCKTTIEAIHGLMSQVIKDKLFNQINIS
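test system = HEK293T-derived human Csn5 enzyme | amount = 0.24 nM Csn5 enzyme, final concentration | medium = Tris/NaCl/DTT buffer, pH 7.5 | schedule = 90 min reaction at room temperature | signal = FP | evaluation = inhibition of Csn5 cleavage, % | compound dosing = single dose of 12.5 µM compound with 0.25% DMSO | probe or stimulus = 10 nM SCFSkp2-Nedd8OG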
Neddyl block – cullin neddylation inhibition. AID 651699. TR-FRET cullin neddylation, biochemical. calls only at 25 µM. actives 0.58% (n = 360,000); in the data active = inhibition above about 36%
FAS TE block – blocks the thioesterase domain of human fatty acid synthase; P49327; recombinant FAS-TE, OMFH fluorogenic substrate, fluorescence endpoint; inhibition, % at 15 µM; actives 0.67% (n = 360,000);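 active = compounds whose normalised, plate-corrected inhibition of enzyme fluorescence in the single-dose primary screen is 50% or more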;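 also: 0% = DMSO with enzyme and 100% = substrate without enzyme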
NadD block – blocks S. aureus nicotinate mononucleotide adenylyltransferase. purified NadD enzyme, colorimetric absorbance read-out. inhibition, % at 20 µM. actives 0.78% (n = 360,000); in the data active = inhibition above about 26%; also: some compounds past the cut are filed as inactive
* hit, by the source's call; i = inactive; · = not tested or not shown. An unsorted share of the library, and some 3.9% of all compounds hit somewhere here.

SMILES	SKN-1 block	PABP1 MLLE inh	MT1-MMP act inh	Rpn11 inh	Rin1-Abl PPI inh	CSN inh	Neddyl block	FAS TE block	NadD block
COc1ccc(NS(=O)(=O)c2cc3c4c(c2)CCN4C(=O)CC3)c(OC)c1	-6	6	-1	i	-5	-6	i	-19	-2
FC(F)(F)c1cccc(NC(=S)N2CCCCCC2)c1	-2	-108	3	i	1	-4	i	-5	-7
O=C(OCc1nnc(-c2ccc(Cl)cc2)o1)C12CC3CC(CC(O)(C3)C1)C2	14	-15	1	i	2	-6	i	-1	-2
O=C(c1ccc(Cn2c(=O)[nH]c3ccccc3c2=O)cc1)N1CCN(c2ccc(F)cc2)CC1	-11	-2	0	i	0	-1	i	9	12
COC(=O)c1cccc(NC(=O)c2nn(C(C)C)c(=O)c3ccccc23)c1	8	-2	2	i	-3	-2	i	5	-10
CCOC(=O)N1CCN(c2c(NCc3ccccc3OC)c(=O)c2=O)CC1	-8	-11	4	i	3	-1	i	-12	0
CC12CN3CCN(CC(C3)/C1=N\NC(=O)Nc1cccc(Cl)c1)C2	0	5	0	i	4	-10	i	-6	-8
O=C(Nc1nccs1)c1cc2sccc2n1Cc1ccc(Cl)cc1	2	15	1	i	1	-2	i	-4	12
O=C(Oc1ccc2ccccc2c1Br)N1CCCCCC1	19	-5	3	i	-8	6	i	17	0
NC(=O)C1CCN(C(=O)COc2ccc3ccccc3c2)CC1	1	-14	5	i	1	2	i	-1	-2
CCn1c(/C=C/c2ccccc2Cl)nc2ccccc2c1=O	17	-3	0	i	1	0	i	15	0
O=C1CCCC2=C1C(c1ccc(OS(=O)(=O)c3ccc(Cl)cc3)cc1)C1=C(CCCC1=O)O2	-21	2	-12	i	-5	-2	i	38	5
CC(=O)C1=C(C)NC(SCC(=O)Nc2nccs2)=C(C#N)C1c1ccccc1Cl (stereo not drawn)	4	-17	3	i	-3	-11	i	5	5
Cc1cc(C(=O)Nc2ccc(S(=O)(=O)N3CCCC3)cc2)no1	3	4	5	i	0	3	i	1	-2
COc1ccc(C(=O)Oc2cc(C(=S)N3CCOCC3)ccc2OC)cc1	-3	6	-1	i	1	4	i	4	3
O=C(NCCCn1ccnc1)c1cccc(S(=O)(=O)Nc2ccc(F)cc2)c1	18	-15	0	i	0	4	i	-9	-5
CSc1ncnc2[nH]ncc12	-20	4	-2	i	0	2	i	-12	1
COC(=O)c1ccc(C2=NOC(C)(c3sc(-c4ccccc4)nc3C)C2)cc1 (stereo not drawn)	-9	-19	3	i	0	-2	i	16	1
O=C(c1cc2cc([N+](=O)[O-])ccc2s1)N1CCCCC1	1	10	0	i	3	3	i	16	-3
N#CC1=C(SCC(=O)c2ccccc2)NC2=C(C(=O)CCC2)C1c1ccco1 (stereo not drawn)	26	-13	-20	i	-5	0	i	11	4
CCCCCCCCN1C(=O)[C@H](CC(=O)N2CCOCC2)C[C@@]2(C(=O)OC)CCCCC=C12	11	·	0	·	·	-1	i	3	-7
CCOC(=O)c1c(NC(=O)CSc2nc3ccccc3s2)sc(C)c1C	-11	26	·	i	0	-7	i	14	4
CCCCOc1ccc(C(=O)NCC(=O)N2CCN(Cc3ccc4c(c3)OCO4)CC2)cc1	11	6	7	i	0	-1	i	-4	-4
O=C(CCc1nc2ccccc2c(=O)[nH]1)OCC(=O)N1CCN(S(=O)(=O)c2ccccc2)CC1	-3	13	-6	i	1	-1	i	-6	-4
COc1ccc(CN2CCC(C(=O)Nc3ccc(Oc4ccccc4)nc3)CC2)cc1F	6	-4	-6	i	0	-2	i	3	-6

Overlap with the part before: five compounds, followed by the next part.
SMILES	SKN-1 block	PABP1 MLLE inh	MT1-MMP act inh	Rpn11 inh	Rin1-Abl PPI inh	CSN inh	Neddyl block	FAS TE block	NadD block
CCCCCCCCN1C(=O)[C@H](CC(=O)N2CCOCC2)C[C@@]2(C(=O)OC)CCCCC=C12	11	·	0	·	·	-1	i	3	-7
CCOC(=O)c1c(NC(=O)CSc2nc3ccccc3s2)sc(C)c1C	-11	26	·	i	0	-7	i	14	4
CCCCOc1ccc(C(=O)NCC(=O)N2CCN(Cc3ccc4c(c3)OCO4)CC2)cc1	11	6	7	i	0	-1	i	-4	-4
O=C(CCc1nc2ccccc2c(=O)[nH]1)OCC(=O)N1CCN(S(=O)(=O)c2ccccc2)CC1	-3	13	-6	i	1	-1	i	-6	-4
COc1ccc(CN2CCC(C(=O)Nc3ccc(Oc4ccccc4)nc3)CC2)cc1F	6	-4	-6	i	0	-2	i	3	-6
O=c1c2ccccc2nc(-c2ccco2)n1CCCn1ccnc1	-17	-6	3	i	1	-7	i	-6	-10
COc1cccc(C(=O)NN2CC(O)=C(c3nc(C)cs3)C2=N)c1	5	-2	-1	i	-3	-2	i	-3	-3
CCCCCC(C)NC(=O)CN1C(=O)NC(C)(c2ccc3ccccc3c2)C1=O (stereo not drawn)	9	-9	-2	i	-1	5	i	16	-1
Cc1nc(SCC(=O)NCc2ccco2)c2c3c(sc2n1)CCCC3	5	-1	-3	i	-9	9	i	9	10
Nc1ccc2nn(-c3ccc(Cl)cc3)nc2c1	4	2	7	i	-2	4	·	4	-2
CCN1CCN(C(=O)c2cccc(OC3CCN(S(=O)(=O)N(C)C)CC3)c2)CC1	5	4	-1	i	-1	0	i	-6	-1
COc1ccc(OC)c2sc(NC(=O)c3ccc(S(=O)(=O)N4CCOCC4)cc3)nc12	-3	-10	-2	i	2	2	i	-2	7
COc1ccc(CC(=O)N/N=C(\C)c2ccc(Br)s2)cc1	-2	-2	-1	i	-1	-3	i	0	-1
O=C(O)C(Cc1c[nH]c2ccccc12)NS(=O)(=O)c1ccc(F)cc1 (stereo not drawn)	7	4	0	i	-5	-1	i	-2	-5
CCON1C(=O)CN(C(=O)OC)C1c1ccc(Cl)cc1Cl (stereo not drawn)	-5	11	-1	i	4	-1	i	-6	-2
COc1ccc(-n2nc(C#N)c(Cl)cc2=O)cc1	-4	-16	3	i	4	-5	i	12	-7
COc1cc(/C=C(/NC(=O)c2ccccc2)C(=O)Nc2ccccc2)c([N+](=O)[O-])cc1OC	-7	-18	-3	i	1	1	i	-1	-3
CCn1nnnc1NCc1cccn1C	-7	12	12	i	-3	2	i	-6	35*
COc1cccc2sc3cc(NCC[C@@H]4CCCN4C)ccc3c(=O)c12	19	-37	4	i	-13	6	i	-8	14
Cc1ccc(S(=O)(=O)N2CCN(C(=O)CSC3CCCC3)CC2)c(C)c1	-10	10	-4	i	5	-2	i	14	0
Cc1nc(N)sc1-c1csc(N(C)c2ccc(O)cc2)n1	-9	-9	-1	i	0	7	i	-5	-3
COc1ccc(N(CC(=O)Nc2cccc(C(=O)O)c2)S(=O)(=O)c2c(C)noc2C)cc1	-27	3	-2	i	0	-1	i	-5	10
CC(=O)c1cccc(NS(=O)(=O)c2c(C)noc2C)c1	2	-21	-2	i	-1	4	i	-8	0
Cc1c(NC(=S)NC(=O)c2cc3ccccc3o2)cccc1C(=O)O	-1	39*	-1	i	-1	-3	i	-5	-8
CC1CCCCN1N=Nc1nc2c([nH]1)c(=O)n(C)c(=O)n2C (stereo not drawn)	12	1	2	i	1	1	i	-7	-5
NC(=O)c1nsc(C(=O)N(c2ccccc2)C(C(=O)NC2CCCCC2)c2ccc(O)cc2)c1N (stereo not drawn)	1	13	-1	i	1	3	i	1	7
CC(=O)NCC1CCCN(C(=O)c2oc3c(F)cccc3c2C)C1 (stereo not drawn)	15	2	0	i	1	-1	i	-5	3
O=C(NCC1CCCCC1)c1cccc(Br)c1	14	-7	-1	i	2	3	i	6	-1
Cc1ccc(C(C)C)c(OCC(=O)c2c(O)c3ccccc3oc2=O)c1	-3	-1	-2	i	3	3	i	5	0
CS(=O)(=O)c1ccccc1-c1nc(-c2ccc(C(F)(F)F)cc2)no1	10	9	4	i	3	1	i	16	1

Taken from above:
FAS TE block with COc1cccc2sc3cc(NCC[C@@H]4CCCN4C)ccc3c(=O)c12 : -8
SKN-1 block with O=C(O)C(Cc1c[nH]c2ccccc12)NS(=O)(=O)c1ccc(F)cc1 (stereo not drawn) : 7

Next section
SMILES	SKN-1 block	PABP1 MLLE inh	MT1-MMP act inh	Rpn11 inh	Rin1-Abl PPI inh	CSN inh	Neddyl block	FAS TE block	NadD block
CCOC(=O)c1c(NC(=O)CC)sc(C(C)=O)c1C	16	27	0	i	1	-2	i	4	0
O=C(NCCC1=CCCCC1)c1cnsn1	-12	0	-4	i	2	-2	i	-4	0
CCN1CCN(Cc2c(O)c(Cl)cc3c(C)cc(=O)oc23)CC1	7	8	4	i	-5	1	·	-1	0
Cc1ccc(-n2c(SCC(N)=O)nc(O)cc2=O)cc1	-10	-30	-14	i	-2	5	i	-13	2
COc1ccc(-c2csc(N(CCc3ccccc3)C(=O)COc3ccccc3)n2)cc1	3	-36	-3	i	-5	-6	i	28	-8
Cc1cccc2cc(CN(CCCN(C)C)C(=S)NCCc3ccccc3)c(=O)[nH]c12	15	-122	-7	i	-3	-1	i	20	-10
CC12CCC(C(=O)N(CCC#N)CCC#N)(CC1=O)C2(C)C (stereo not drawn)	0	-7	-2	i	0	1	i	-9	-1
CCOC(=O)C1CCN(Cc2c(O)ccc3ccccc23)CC1	8	13	-6	i	1	2	i	-3	-10
COc1cccc(OC)c1C(=O)N=c1sc2cc(S(C)(=O)=O)ccc2n1C	-3	-1	1	i	2	2	i	-5	-1
Cc1cccc(-c2oc3ccccc3c2C#CCCCCO)c1	-16	5	2	i	4	0	·	28	-5
CC(=O)Nc1nonc1NC(=O)COc1ccccc1	-5	2	-3	i	2	1	i	-1	-4
O=C(NCCc1nc2ccccc2[nH]1)/C(=C/c1ccco1)NC(=O)c1ccco1	-4	12	0	i	-1	-6	i	-11	0
OC1CN=C2C=CC=CN2C1 (stereo not drawn)	-6	-12	3	i	-2	-7	i	-10	-2
Cc1ccc(C(C)C)cc1-n1nnc(-c2cccc(Cc3ccc4ccccc4c3)c2)c1C(C)O (stereo not drawn)	-5	-7	-9	i	-1	2	i	18	9
CCOCCCNC(=O)C(c1ccc(OC)cc1)N(Cc1ccc2c(c1)OCO2)C(=O)c1cnccn1 (stereo not drawn)	0	-12	-5	i	-2	-6	i	-4	7
COc1cc(C(=O)OCC(=O)N2CCC(C)CC2)cc2c1OCCO2	2	-1	4	i	1	-1	i	-9	4
O=C1CC(c2ccco2)Cc2nc(Nc3ccc(F)cc3)ncc21 (stereo not drawn)	-3	-2	3	i	-2	0	i	10	-2
CCOc1cc(C)nc(N2CCCC(C(=O)NCc3ccccc3F)C2)n1 (stereo not drawn)	-15	12	7	i	2	-1	i	-4	-2
O=C(Nc1cc(Br)ccc1O)c1cc(-c2cccs2)on1	-11	-11	-1	i	2	6	i	-6	16
CCOc1cc(/C=C2/C(=N)N3OC(C)=CC3=NC2=O)ccc1OCCOc1ccccc1	4	-24	-4	i	4	4	i	-1	-5
CC(=O)c1cccc(NC(=O)c2cccc(S(=O)(=O)N(C)C)c2)c1	11	-8	4	i	-2	-3	i	-4	-1
O=C(O)CN1C(=O)S/C(=C\c2ccc3c(c2)OCO3)C1=O	4	9	6	i	-1	1	i	-4	5
CCC(C)[C@@H](C(=O)N1CCNCC1)n1cc(CCCN=C(N)N)nn1 (stereo partly drawn)	-9	7	-3	i	2	-6	i	-14	-9
NC(=O)C1(N2CCCCC2)CCN(Cc2nc3ccccc3c(=O)[nH]2)CC1	0	3	3	i	4	0	i	-9	5
COc1ccccc1C1CCN(C(=O)c2ccc(C(C)(C)C)cc2)CC1	-6	-3	-3	i	1	7	i	21	-8
